Bioassay records from PubChem BioAssay.
ATG4B inhibitor: blocks human ATG4B protease cleavage of LC3 substrate. 340,000 compounds, 0.51% hits. ATG4B cleavage of LC3-PLA2, NBD-HPC fluorescence, 1 h. Q9Y4P1. AID 504462. inhibition, % at 8.33 µM; in the data active means inhibition above about 40%
APOBEC3A inh: blocks human APOBEC3A ssDNA deamination; inhibition, % at 20 µM; AID 493011; recombinant A3A, FAM/TAMRA ssDNA deamination fluorescence; 330,000 compounds, 0.41% hits; P31941;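 active means at least 40% inhibition at 20 µM here, with at most 30% in a related deaminase screen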;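 further: plate controls were A3A with DMSO for no effect and wells lacking A3A enzyme for full effect; some results filed as inactive read as strong as hits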
Target sequence (P31941 whole entry, looked up): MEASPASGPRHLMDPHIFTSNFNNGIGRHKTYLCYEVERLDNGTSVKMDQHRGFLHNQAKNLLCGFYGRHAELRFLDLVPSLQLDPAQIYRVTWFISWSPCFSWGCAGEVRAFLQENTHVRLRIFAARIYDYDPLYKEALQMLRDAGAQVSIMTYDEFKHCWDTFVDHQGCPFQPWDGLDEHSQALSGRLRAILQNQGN
hIAP inh: human IAP inhibition; P09923; purified IAP, CDP-Star luminescence, 30 min; inhibition, % at 10 µM; 330,000 compounds, 0.12% hits;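 active means inhibition reaching a set limit with compound at 10 µM in the primary screen, cut at about 35% in these data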;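 further: plate controls were DMSO wells with enzyme for no effect and no-enzyme buffer wells for full effect; values of inactives mirror those of a sister screen read the other way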
PfGluPho inh: PfG6PD (Plasmodium falciparum) enzyme inhibition; PfGluPho enzyme, NADPH resazurin-diaphorase fluorescence; inhibition, % at 20 µM; 350,000 compounds, 0.78% hits;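 active means inhibition reaching at least a set limit at 20 µM in the primary screen, cut at about 59% in these data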;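 further: 0% = DMSO wells with substrate and 100% = DMSO wells lacking glucose-6-phosphate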
HKDC1 inhibitor: HKDC1 (human) hexokinase inhibition; recombinant HKDC1, G6PDH/diaphorase resazurin coupled fluorescence; inhibition, % at 20 µM; 340,000 compounds, 0.16% hits; AID 493160;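 active means inhibition above about 35% when tested at 20 µM, limit read from the data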;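 further: plate controls were DMSO wells with enzyme for no effect and DMSO wells lacking enzyme for full effect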
Target sequence (Q2TB90 whole entry, looked up): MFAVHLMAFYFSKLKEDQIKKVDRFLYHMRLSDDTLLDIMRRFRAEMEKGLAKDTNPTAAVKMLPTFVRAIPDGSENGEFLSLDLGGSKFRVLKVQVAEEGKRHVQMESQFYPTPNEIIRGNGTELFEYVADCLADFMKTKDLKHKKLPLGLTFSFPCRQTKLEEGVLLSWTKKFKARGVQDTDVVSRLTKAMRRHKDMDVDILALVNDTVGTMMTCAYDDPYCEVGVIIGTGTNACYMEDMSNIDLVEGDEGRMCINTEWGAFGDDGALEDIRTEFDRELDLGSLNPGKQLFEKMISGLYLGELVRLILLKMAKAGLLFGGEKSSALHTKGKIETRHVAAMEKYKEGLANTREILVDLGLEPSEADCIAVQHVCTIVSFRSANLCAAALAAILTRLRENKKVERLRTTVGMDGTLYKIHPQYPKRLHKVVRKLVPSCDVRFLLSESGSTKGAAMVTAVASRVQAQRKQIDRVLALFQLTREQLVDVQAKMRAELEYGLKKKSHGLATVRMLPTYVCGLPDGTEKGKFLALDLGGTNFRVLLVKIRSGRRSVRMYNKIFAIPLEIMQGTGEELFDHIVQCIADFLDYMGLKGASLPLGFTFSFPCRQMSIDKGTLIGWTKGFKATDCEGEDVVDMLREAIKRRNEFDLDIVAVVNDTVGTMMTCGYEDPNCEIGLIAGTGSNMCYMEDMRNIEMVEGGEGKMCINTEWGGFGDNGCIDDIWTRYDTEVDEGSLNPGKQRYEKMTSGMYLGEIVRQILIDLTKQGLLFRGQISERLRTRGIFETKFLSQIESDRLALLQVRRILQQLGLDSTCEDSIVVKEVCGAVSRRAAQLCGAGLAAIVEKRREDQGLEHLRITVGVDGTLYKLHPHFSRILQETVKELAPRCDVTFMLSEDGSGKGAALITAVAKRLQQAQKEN
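Material: recombinant HKDC1 hexokinase; Amount: HKDC1 at 5 µg/mL; Medium: Tris pH 8.0 buffer with MgCl2, Tween-20, BSA, BME; Schedule: 90 min reaction incubation at room temperature, dark; Technique: coupled resazurin fluorescence, excitation 525 nm, emission 613 nm.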
mIAP act: mouse IAP activation; 330,000 compounds, 0.24% hits; activation factor at 10 µM; AID 2805; muIAP, CDP-Star luminescence, 30 min; hits give high values; 1 = vehicle-only enzyme signal, 0 = enzyme-free wells;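 active means activation factor of at least 2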; further: the source names both 10 and 20 µM as test concentration; values of inactives mirror those of a sister screen read the other way
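also added = chemiluminescent substrate CDP-Star | test system = mouse IAP enzyme | signal = chemiluminescence readout | compound = DMSO-dissolved test compounds | incubation = 30 min at room temperature | benchmarks = DMSO wells, no-enzyme wells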
mIAP inh: blocks mouse intestinal alkaline phosphatase; purified mouse IAP, CDP-Star luminescence, 30 min; inhibition, % at 10 µM; 330,000 compounds, 0.2% hits; AID 2806;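 active means inhibition of at least 40% at 10 µM in the primary screen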;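 further: plate controls were DMSO with enzyme for no effect and no enzyme wells for full effect; values of inactives mirror those of a sister screen read the other way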
hIAP act: increases human intestinal alkaline phosphatase activity; purified human IAP, CDP-Star luminescence, 30 min; hits give high values; 1 = vehicle-only enzyme, 0 = enzyme-free background; 330,000 compounds, 0.16% hits; P09923; activation factor at 10 µM;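 active means activation factor of the enzyme at least 2-fold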; further: the source names both 10 and 20 µM as test concentration; values of inactives mirror those of a sister screen read the other way
Active calls of the source: *; . = no result given.

SMILES	ATG4B inhibitor	APOBEC3A inh	hIAP inh	PfGluPho inh	HKDC1 inhibitor	mIAP act	mIAP inh	hIAP act
CCCCOc1ccc(N2C(=O)CC(N(CCc3ccccc3)C(=O)/C=C/C(=O)O)C2=O)cc1 (configuration not stated)	-9	11	7	-22	-8	1	-3	0.93
CCc1c(C)c2c(C)nn(-c3ccccc3)c2oc1=O	-5	1	-2	-17	4	1	0	1
CCCCNC(=O)CNC(=O)c1nn(-c2ccc(OC)c(Cl)c2)c(=O)c2ccccc12	9	-5	-22	-12	-1	0.95	5	1.2
Cc1ccccc1C(=O)N(CC(=O)Nc1sc(C)c(C)c1C(N)=O)C1CCCC1	1	0	5	3	4	0.93	7	0.95
NC(=O)C1(N2CCCCC2)CCN(CC(=O)Nc2ccccc2Sc2ccccc2)CC1	10	-1	1	13	-6	0.95	5	0.99
COC(=O)Nc1ccc(S(=O)(=O)N2CCC(C(=O)N3CCCCC3C)CC2)cc1 (configuration not stated)	0	-3	-12	1	7	1.1	-8	1.1
COc1cc(NC(=O)C2CCCN(S(=O)(=O)c3ccc4c(c3)oc(=O)n4C)C2)cc(OC)c1 (configuration not stated)	-3	-5	-10	-6	0	1.3	-28	1.1
COc1ccc(Cc2nnc(NC(=O)c3ccccc3[N+](=O)[O-])s2)cc1	5	-2	-18	-22	-3	1	-4	1.2
COC(=O)c1cc(=O)nc2sc(-c3ccccc3)nn12	8	0	13	-16	6	0.98	2	0.87
COc1ccc(N(C(=O)COc2ccccc2)C2C=CS(=O)(=O)C2)cc1 (configuration not stated)	-2	-2	-7	-7	1	0.95	4	1.1

5 entries from above, with values under each structure:
Fields: ATG4B inhibitor, APOBEC3A inh, hIAP inh, PfGluPho inh, HKDC1 inhibitor, mIAP act, mIAP inh, hIAP act
CCc1c(C)c2c(C)nn(-c3ccccc3)c2oc1=O
  -5, 1, -2, -17, 4, 1, 0, 1
CCCCNC(=O)CNC(=O)c1nn(-c2ccc(OC)c(Cl)c2)c(=O)c2ccccc12
  9, -5, -22, -12, -1, 0.95, 5, 1.2
Cc1ccccc1C(=O)N(CC(=O)Nc1sc(C)c(C)c1C(N)=O)C1CCCC1
  1, 0, 5, 3, 4, 0.93, 7, 0.95
NC(=O)C1(N2CCCCC2)CCN(CC(=O)Nc2ccccc2Sc2ccccc2)CC1
  10, -1, 1, 13, -6, 0.95, 5, 0.99
COC(=O)Nc1ccc(S(=O)(=O)N2CCC(C(=O)N3CCCCC3C)CC2)cc1 (configuration not stated)
  0, -3, -12, 1, 7, 1.1, -8, 1.1

Continued.
SMILES	ATG4B inhibitor	APOBEC3A inh	hIAP inh	PfGluPho inh	HKDC1 inhibitor	mIAP act	mIAP inh	hIAP act
COc1ccc(NC(=O)C2=C(C)NC(=O)NC2c2ccccc2[N+](=O)[O-])cc1 (configuration not stated)	-5	2	2	3	-7	1	-1	0.98
Cc1cc(C)c(NC(=O)Cc2ccc(-n3cccc3)cc2)c(C)c1	-3	6	0	-5	-8	1	-2	1
CC1(C)CC2(CCCN(CC(O)(c3ccccc3)c3ccccc3)C2)CCO1 (configuration not stated)	4	-4	11	-3	10	1	0	0.89
CCOc1cc(/C=N\NC(=O)Cn2nc([N+](=O)[O-])cc2C)ccc1OCc1cccc2ccccc12	-10	-3	0	2	-5	0.9	10	1
O=C(c1ccc(N2CCCCC2)c([N+](=O)[O-])c1)N1CCN(c2ccccn2)CC1	-2	5	6	-1	-3	0.92	8	0.94
Nc1nc(CSc2nc3ccccc3s2)nc(N2CCOCC2)n1	-4	2	0	0	-5	1.1	-9	1
COC(=O)c1c(NC(=O)CSc2nnnn2-c2ccccc2)sc2c1CCCC2	-4	-4	-14	6	0	1	-4	1.1
CC1CCc2c(sc(NC(=O)Cn3nc(C(F)(F)F)c4c3CCCCC4)c2C#N)C1 (configuration not stated)	-9	-3	7	28	-9	0.82	18	0.93
C[C@@H]1CC=C[C@@H]2[C@H]1C(=O)N(Cc1ccccc1)[C@H]2c1ccccc1Br	12	4	.	-10	-1	1.1	-5	.
Cc1ccc(S(=O)(=O)N2CCN(C(=O)CSc3nc4ccccc4c(=O)[nH]3)CC2)c(C)c1	-15	-5	1	-11	-1	1.1	-6	0.99
CN1CCN(Cc2c(C(=O)N3CCc4ccccc4C3)nc3ccc(Cl)cn23)CC1	28	-4	-33	-9	-1	1	-4	1.3
Oc1ccc(Cl)cc1/C=N/c1nc2ccccc2[nH]1	13	-1	-16	1	-3	1	0	1.2
CCNc1nc(NCC)nc(SCCOC(=O)c2ccccc2)n1	-14	-1	8	3	3	0.97	3	0.93
COc1ccc(/C(O)=C2/C(=O)C(=O)N(c3ccccn3)C2c2ccc(F)cc2)cc1 (configuration not stated)	2	-6	17	-21	8	0.99	1	0.83
COc1cccc(COC(=O)c2nn(-c3ccccc3)nc2N)c1	-1	1	11	-10	1	0.9	10	0.89
CCOc1ccccc1Nc1nnc(SCC(=O)NC(=O)c2cccn2C)s1	-5	-2	3	25	3	0.92	8	0.97
C=CCNC(=O)CSc1nnc(-c2ccccc2Br)n1-c1cccc(C(F)(F)F)c1	-8	0	10	52	-4	1.2	-16	0.9
Cc1ccc(NC(=O)CCSc2nnc(Cc3ccccc3)o2)cc1	6	4	3	-2	-2	1	-2	0.97
CCOC(=O)Cc1csc(SCC(=O)c2c(N)n(CC(C)C)c(=O)n(C)c2=O)n1	-4	2	0	-4	1	1	-5	1
CCn1c(SCC(=O)N2CCCC2=O)nnc1-c1cccs1	0	0	3	-1	2	0.94	6	0.97
Cc1cc(NC(=O)Cn2cnc3c(nnn3-c3ccc(C)c(Cl)c3)c2=O)no1	-13	6	-6	-5	-3	0.93	7	1.1
O=C1CC(=O)Nc2cc(S(=O)(=O)Nc3ccc(Cl)c(C(F)(F)F)c3)ccc2N1	-4	-6	-35	-22	3	0.93	8	1.3
Cc1nnc(SCCC(=O)Nc2ccccc2Cl)o1	0	2	-1	8	-6	1	-4	1
Cc1cc(C)cc(NS(=O)(=O)c2ccc3oc(=O)ccc3c2)c1	-18	1	-9	-5	-8	1	-1	1.1
COc1cc(N)n(S(=O)(=O)c2ccc(C)cc2)n1	0	3	9	-2	4	1.1	-6	0.91
Cn1cnnc1Sc1ccc(S(C)(=O)=O)cc1[N+](=O)[O-]	3	0	-12	-16	0	1.2	-15	1.1
COc1ccc(NC2CCCN(C(=O)CCN3CCCC3=O)C2)cc1 (configuration not stated)	-2	-5	-20	2	1	0.97	3	1.2
O=C(c1ccccc1)N1CCN(c2ncnc3c(-c4ccccc4)nsc23)CC1	-9	1	5	4	1	0.87	13	0.95
Cn1cc([N+](=O)[O-])c(C(=O)NNC(=O)c2ccc([N+](=O)[O-])cc2)n1	-1	-1	7	-17	-10	0.98	2	0.93
CN(C)c1ccc(N=c2sc3ccccc3n2C)cc1	17	1	-7	57	4	0.99	1	1.1
Cc1ccccc1C(=O)N/C(=C/c1ccc(-c2cccnc2Cl)o1)C(=O)NCCCN1CCN(C)CC1	-2	5	26	-4	-2	1	-3	0.74
Cc1ccc(-c2nn3c(C)nnc3c3ccccc23)cc1S(=O)(=O)N1CCN(CCO)CC1	4	-1	5	4	10	1	-4	0.95
CC(=NC(C)C)C1=C(O)C(C)OC1=O (configuration not stated)	8	0	9	-17	1	1	-4	0.91
O=C(O)c1ccc(N2CCN(C(c3ccccc3)c3ccccc3)CC2)c([N+](=O)[O-])c1	13	10	6	-32	1	0.89	11	0.94
CC(=O)c1cc(NC(=O)c2ccccc2)c(=O)oc1C	-1	-4	8	8	0	0.95	5	0.92
CCOC(=O)N1CCN(CC(O)COc2ccc3c(c2)CCC3)CC1 (configuration not stated)	-3	-5	-37	4	-5	1	-2	1.4
CC1=C(C(=O)OC(C)C)C(c2cccnc2)C2=C(CCCC2=O)N1 (configuration not stated)	15	-1	3	-9	-6	1.1	-14	0.97
CCCNC(=O)c1ccc(Cl)cc1Cl	10	-2	15	-12	-5	0.93	7	0.85
Cc1ccc(C(CC(N)=O)c2ccco2)cc1 (configuration not stated)	-4	-3	4	-5	-1	0.94	6	0.95
Cc1cccc(-c2ncc(CN3CCC(CO)(CCCc4ccccc4)CC3)cn2)c1	-12	-7	-15	15	0	1.1	-7	1.1
Cc1cc(C)c(OCC(=O)Nc2nc(-c3ccccn3)cs2)c(C)c1	10	1	-22	-2	3	1	-5	1.2
COc1cccc(C(=O)NCC(=O)N/N=C(C)\C=C\c2ccccc2)c1	-17	1	-3	5	-5	0.94	6	1
Cc1ccc(C)c(OCCC(=O)OCC(=O)N(C)c2c(N)n(Cc3ccccc3)c(=O)[nH]c2=O)c1	-7	-2	-2	-3	-6	0.91	9	1
Cc1oc2nc(SCCCC(=O)NCCCO)nc(N)c2c1C	4	-2	2	-15	0	0.99	1	0.98
COc1ccccc1N1CCN(c2nc(-c3ccccc3)cc(C(F)(F)F)n2)CC1	1	-2	4	-2	5	0.94	6	0.96
COc1cccc(NC(=O)NC(=O)c2c(C)cc(Cl)nc2Cl)c1	7	1	-2	-2	-2	1.1	-8	1
COc1ccc(N2CCN(C(=O)c3cccc(N4C(=O)C5C6C=CC(C6)C5C4=O)c3)CC2)cc1 (configuration not stated)	-5	-2	-4	-31	5	1.1	-10	1
CC1(C)CC(CC(=O)Nc2ccccn2)C(=O)O1 (configuration not stated)	-6	0	3	-1	8	1	-1	0.97
O=C(c1cc(COc2ccc(F)cc2Cl)on1)N1CCc2sccc2C1	33	-2	-21	-13	1	0.91	9	1.2
COc1ccc(NC(=O)Cc2coc3cc(C)ccc23)cn1	-8	-1	-9	12	3	1	-4	1.1

(cont.)
SMILES	ATG4B inhibitor	APOBEC3A inh	hIAP inh	PfGluPho inh	HKDC1 inhibitor	mIAP act	mIAP inh	hIAP act
Cn1c(=O)n(Cc2ccc(F)cc2)c(=O)c2c1nc1n2CCCN1C1CCCCC1	-7	3	12	-1	2	0.81	19	0.88
O=C(Nc1cccnc1)Nc1ccccn1	-7	-3	11	-6	-1	0.96	4	0.89
CC(=O)c1cccc(NC(=O)Nc2ccc(C(=O)N3CCOCC3)cc2)c1	-11	-2	4	-4	-1	1	-3	0.96
FC(F)(F)c1ccc(N2CCN(c3cc(-c4ccccc4)nc4ncnn34)CC2)nc1	1	6	8	16	3	0.92	8	0.92
N#Cc1nc(-c2cccs2)oc1NCCCN1CCOCC1	-1	-1	4	0	-5	1	-1	0.96
CCCOC1CCCN(C(=O)c2cc(COc3c(F)cccc3F)on2)C1 (configuration not stated)	25	-2	7	9	-3	0.97	2	0.93
Cc1cc(N2CCCCC2)nc(SCc2ccc(C#N)cc2)n1	-12	0	-10	6	2	0.95	5	1.1
O=C(NCC(=O)N(Cc1ccco1)C(C(=O)NC1CCCC1)c1ccncc1)c1cccs1 (configuration not stated)	-14	0	-10	2	2	1	0	1.1
O=C(Oc1ccc(OC(=O)N2CCOCC2)cc1)c1ccccc1	5	3	18	0	-5	1.1	-6	0.82
Cc1cccc(NC(=O)C2(c3ccc([N+](=O)[O-])cc3)CCCC2)c1	-12	-4	-8	1	4	1	-1	1.1
CN(C)C1(CNC(=O)C2CCC(=O)N(CCc3ccc(Cl)cc3)C2)CCCCC1 (configuration not stated)	1	-3	9	-8	-8	0.88	12	0.91
Cc1cc(NCc2ccccc2)nc(-c2ccccc2O)n1	33	2	3	23	2	1.2	-22	0.97
CC(C)(C)NC(=O)c1oc2ccccc2c1COc1ccccc1	0	1	-10	11	-1	1.1	-13	1.1
COc1ccc(/C=N/NC(=O)c2cccnc2)cc1CN1CCN(c2ccc(F)cc2)CC1	-6	-1	0	-7	-1	1	-1	1
O=C(C1CCC1)N1CCN(S(=O)(=O)c2ccc(F)cc2)CC1	4	46*	-1	-13	3	1.1	-14	1
CCc1cc(=O)[nH]c(SC/C=C/c2ccccc2)n1	-8	-3	0	0	0	1	-1	1
CCOC(=O)C1(Cc2ccc(Cl)cc2)CCN(C(=O)C2=NNC(=O)CC2)CC1	-6	-2	5	2	-4	0.99	1	0.95
